Rab9 promoter act: activates the Rab9 promoter; Huh7 Rab9 promoter-luciferase reporter, luminescence, 24 h; Potency, µM (series often up to 9.22 µM), for inactives: at the top dose activation, negative = inhibition, hits mostly activators; 2.8% of 320,000 active; AID 485297; also: % of control where 0% means no effect; nearly all actives have a fitted effect of over 60% in size
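Huh7 cells stably carrying a Rab9 promoter-luciferase reporter, 1500 cells per well in OP-MEM I with 10% FBS, treated with compound 24 hours at 37C. Luciferase activity read by luminescence after 10 minutes with Amplite reagent.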
NPC1 promoter act: NPC1 promoter activation. Potency, µM (top dose mostly 9.22 µM), for the others: top-dose activation, actives largely listed as activators. 2.4% of 320,000 active. AID 485313. Huh7 NPC1 promoter luciferase reporter, 24 h;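 also: % of control where 0% means no effect; nearly all actives have a fitted effect of over 60% in size; reporter is driven by a mutant NPC1 promoter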
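Stable NPC1-promoter luciferase Huh7 line; cpd (DMSO) 24 h, 37 °C, 5% CO2; Amplite luciferase reagent 10 min RT; luminescence readout. qHTS format.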
MBNL1-CUG inh: MBNL1-poly(CUG) RNA binding inhibition; TR-FRET MBNL1-His/biotin-(CUG)12 binding, 665/545 ratio; Potency, µM (highest dose often 57.5 µM), for inactives: at the top dose activity change, negative = inhibition, usual class: inhibitors; Q9NR56; AID 2675; 0.036% of 280,000 active; active = well fitted inhibition curve with a large enough effect in the signal ratio, with a control signal flat, not every such curve was filed as active; inconclusive = small, poorly fitted or top-dose-only effect, or effect the other way, or a change in a side signal; inactive = no such curve, though single readings can be large or run the other way; the % refers to the signal ratio; also: % is scaled to controls: 0 for no effect and ±100 for the full control effect
Target sequence (Q9NR56 whole entry, looked up): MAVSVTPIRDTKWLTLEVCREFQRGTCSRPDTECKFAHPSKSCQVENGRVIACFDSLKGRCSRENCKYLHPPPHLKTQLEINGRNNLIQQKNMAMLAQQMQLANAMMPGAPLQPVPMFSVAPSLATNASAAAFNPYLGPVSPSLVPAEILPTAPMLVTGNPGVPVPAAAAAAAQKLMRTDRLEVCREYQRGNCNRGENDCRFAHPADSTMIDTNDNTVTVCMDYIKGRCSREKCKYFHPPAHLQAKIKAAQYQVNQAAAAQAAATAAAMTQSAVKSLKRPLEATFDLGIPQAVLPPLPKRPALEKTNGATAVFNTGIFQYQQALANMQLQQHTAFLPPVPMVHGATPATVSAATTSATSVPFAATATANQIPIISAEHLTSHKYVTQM
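TR-FRET between His-tagged MBNL1 and biotin-(CUG)12 RNA, detected with Tb anti-His antibody (0.055 ng/ul) and streptavidin-XL665 (5 nM), 60 min at room temperature. Compounds titrated 92 nM to 58 uM; 665/545 nm ratio normalized to buffer and complex controls.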
ELG1 genotox: inducers of genotoxicity in HEK293T ELG1-luciferase cells | HEK293T ELG1-luciferase reporter, luminescence, 16 h | 1.3% of 330,000 active | Potency, µM (titrated, usually from 46 µM), for inactives: at the highest dose activity change, positive = activation, actives largely listed as activators; also: % of control where 0% means no effect; nearly all actives have a fitted effect of over 60% in size
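After overnight (16 hr) compound treatment at 37 °C, ELG1-luciferase HEK293T cells were lysed with ONE-Glo; luminescence quantified 30 min later at room temperature.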
FLuc counter: firefly luciferase modulation, counter-screen for miR-21 project | purified FLuc, Km substrates, luminescence inhibition | Potency, µM (doses to about 57.5 µM), for inactives: top-dose activity change, negative = inhibition, hits mostly inhibitors | 6.9% of 360,000 active | AID 588342;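 also: plate controls were vehicle for no effect and reference inhibitor for full effect; nearly all actives have a fitted effect of over 55% in size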
Target sequence (P08659 whole entry, looked up): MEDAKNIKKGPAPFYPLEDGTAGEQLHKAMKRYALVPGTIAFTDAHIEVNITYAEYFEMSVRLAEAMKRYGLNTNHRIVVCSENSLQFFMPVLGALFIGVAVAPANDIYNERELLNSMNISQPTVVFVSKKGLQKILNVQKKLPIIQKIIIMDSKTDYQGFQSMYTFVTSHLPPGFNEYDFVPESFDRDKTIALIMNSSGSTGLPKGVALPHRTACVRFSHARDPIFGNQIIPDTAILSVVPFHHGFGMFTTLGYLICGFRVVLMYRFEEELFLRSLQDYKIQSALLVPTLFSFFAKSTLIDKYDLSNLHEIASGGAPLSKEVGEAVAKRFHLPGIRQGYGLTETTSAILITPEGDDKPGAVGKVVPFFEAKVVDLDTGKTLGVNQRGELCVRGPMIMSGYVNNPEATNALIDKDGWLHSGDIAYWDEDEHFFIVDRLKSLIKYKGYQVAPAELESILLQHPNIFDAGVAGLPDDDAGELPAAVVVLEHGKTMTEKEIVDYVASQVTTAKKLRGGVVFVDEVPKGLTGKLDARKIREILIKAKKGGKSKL
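Biochemical qHTS of compounds, final roughly 60 µM downward over six points, against 10 nM purified firefly luciferase using Km concentrations of substrates (10 uM D-luciferin, 10 uM ATP) in Tris acetate pH 7.5 buffer; luminescence output.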
uPA generation: blocks generation of uPA at the cell surface. Potency, µM (top dose mostly 38.3 µM), for inactives: at the highest dose activity change, negative = inhibition, usual class: inhibitors. cell surface uPA generation assay, qHTS. 0.31% of 330,000 active; active = well fitted inhibition curve with a large enough effect; inconclusive = small, poorly fitted or top-dose-only effect; inactive = no such curve, though single readings can be large or run the other way; tested in mouse RAW 264.7 cells; also: % is scaled to controls: 0 for no effect and ±100 for the full control effect; nearly all actives have a fitted effect of over 55% in size
BRCA1 expr act: BRCA1 expression activation; 1.1% of 380,000 active; AID 624202; Potency, µM (top dose mostly 46.1 µM), for inactives: at the top dose activation, most hits filed as activators; MCF7-BRCA1-FFLuc reporter, luminescence, 48 h; response scale: scaled: vehicle 0%, 10 µM genistein 100%; also: nearly all actives have a fitted effect of over 80% in size; some results filed as inactive show a strong effect at the top dose
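Luminescence from a BRCA1-driven firefly luciferase in MCF7 cells was read after 48 h compound exposure at 37 C. Data normalized against DMSO and a 10microM genistein activation control, then curve-fitted across the titration.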
RORg inh: ROR gamma (mouse) transcription inhibition; P51450; Drosophila S2 Gal4-RORgamma UAS-luciferase reporter, 20 h; Potency, µM (top dose mostly 53.6 µM), for inactives: at the highest dose activity change, negative = inhibition, hits mostly inhibitors; 5.4% of 310,000 active; also: % is scaled to controls: 0 for no effect and ±100 for the full control effect; nearly all actives have a fitted effect of over 60% in size
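Drosophila Schneider cells stably carrying a metallothionein-driven Gal4 DBD–ROR gamma fusion and a UAS-Photinus luciferase reporter were exposed to compound for 1 hr, then induced with copper sulfate (700 uM final) for 20 hr at ambient temperature before luminescence reading.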
p53 reactivator: mutant p53 re-activation in reporter cells; H1299 p53-A138V BP100-luciferase reporter, luminescence, 24 h; Potency, µM (doses to about 92.2 µM), without a hit: at the top dose activity change, positive = activation, actives largely listed as activators; 0.063% of 320,000 active; AID 504706; also: % of control where 0% means no effect; nearly all actives have a fitted effect of over 45% in size
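p53-null H1299 cells stably carrying temperature-sensitive p53-A138V and a BP100-luciferase reporter were pinned with compounds (4-point, 1:5 series) and held 24 hrs at 37 deg C. Luminescence was read 10 min after detection reagent.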
VP16 counter: Gal4-VP16 reporter inhibition counter-screen; Potency, µM (titrated, usually from 53.6 µM), for inactives: top-dose activity, negative = inhibition, hits mostly inhibitors; 3.5% of 310,000 active; Drosophila S2 Gal4-VP16 UAS-luciferase, luminescence, 20 h;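 also: Gal4-VP16 expression switched on by copper sulfate through the metallothionein promoter; % is scaled to controls: 0 for no effect and ±100 for the full control effect; nearly all actives have a fitted effect of over 50% in size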
An asterisk follows results filed as active; ? = inconclusive; / = not tested or not shown; [ ] = remark or other dose. Unless noted, calls follow the shape of the dose curve; as a rule, active = well fitted curve in the direction sought with a large enough effect; inconclusive = small, poorly fitted or top-dose-only effect, or another doubt; inactive = no such curve, though single readings can be large; an effect the other way counts as inactive or inconclusive. Potency is read from the fitted curve at half-maximal effect.

item | Molecule | Rab9 promoter act | NPC1 promoter act | MBNL1-CUG inh | ELG1 genotox | FLuc counter | uPA generation | BRCA1 expr act | RORg inh | p53 reactivator | VP16 counter
1 | O=C(OCc1nnc(-c2ccc([N+](=O)[O-])cc2)o1)c1ccc(F)c(S(=O)(=O)N2CCOCC2)c1 | 0% | 0% | / | -2% | 1% | -13% | -32% | / | -1% | /
2 | COc1ccc(N2C(=O)NC3CC2(C)Oc2ccccc23)cc1OC (stereo not given) | 0% | 0% | 4% | 1% | 7% | -15% | -65% | 0% | -1% | 5%
3 | CCC1C(=O)Nc2nc(-c3ccccc3)c(-c3ccccc3)n2N=C1C (stereo not given) | -3% | 0% | 1% | -5% | 0% | 8% | -13% | -16% | -3% | 0%
4 | CC(C)c1ccc(NC(=O)c2cccc(Br)c2)cc1 | 0.71µM* | 1.4µM* | -7% | 21µM* | 3µM* | -29% | ? | -3% | ? | -6%
5 | O=C(CSc1nnc(-c2cccs2)n1-c1ccccc1)NCC1CCCO1 (stereo not given) | / | / | -5% | / | 1% | -2% | -4% | 16% | / | -2%
6 | Cc1ccc(S(=O)(=O)Oc2ccc(/C=N/NC(=O)c3ccncc3)cc2)cc1 | 7% | -3% | 17% | 2% | -3% | -1% | 27% | -17% | -10% | 7%
7 | O=C(Cn1c(NCCO)nc2ccccc21)NCCc1ccc(F)cc1 | 16% | 1% | -9% | 2% | -3% | -5% | -26% | 1% | -3% | -19%
8 | O=C(N/C(=C\c1cccc([N+](=O)[O-])c1)C(=O)N(CCO)CCO)c1ccco1 | -6% | 0% | 15% | -2% | -9% | 2% | -3% | 22% | 11% | 7%
9 | Cc1noc(C)c1NC(=O)N(C)C[C@H]1Oc2c(NS(=O)(=O)c3cccs3)cccc2C(=O)N([C@H](C)CO)C[C@@H]1C | / | / | / | 4% | / | 8% | -13% | / | 5% | /
10 | Cc1ccccc1-c1ccc(CN2CCN(C)C(CCO)C2)cc1 (stereo not given) | -2% | 10% | 0% | -1% | -15% | -7% | 8% | -34% | / | 5%
11 | O=C(NCCO)c1ccc(-c2nnc(N3CCOCC3)c3ccccc23)cc1 | -8% | 0% | ? | 0% | 2% | 1% | -6% | 2% | -7% | -1%
12 | COc1cc(NC(=S)NC(=O)c2ccco2)ccc1NC(=O)C(C)C | 21% | 8% | 7% | 9% | ? | ? | 25% | -25% | 12% | -16%
13 | CCc1ccccc1NC(=O)c1ccc2c(O)c(S(=O)(=O)c3ccc(OC)cc3)c(=O)[nH]c2c1 | 6% | -4% | -2% | 0%[9.26 µM] | -8% | -8% | 0% | 0% | -2% | -5%
14 | CCOc1ccccc1NC(=S)/C(=C(\[O-])c1ccc2c(c1)OCCO2)[n+]1ccc(CC)cc1 | -1% | -1% | 13% | 0% | 1% | 7% | -3% | -21% | 0% | 1%
15 | O=C(NCCc1c[nH]c2ccccc12)OCCCCOC(=O)NCCc1c[nH]c2ccccc12 | 0% | -2% | / | -5% | 8% | -27% | -64% | / | -7% | /
16 | COc1ccc(-n2nnc3c(=O)n(Cc4cc(C)ccc4C)cnc32)cc1 | -2% | -2% | -5% | 2% | 0% | / | -15% | -41% | 4% | 12%
17 | CCOC(=O)C1=C(C)NC2=C(C1c1ccc([N+](=O)[O-])cc1)S(=O)(=O)c1ccccc12 (stereo not given) | 0% | -2% | 0% | -18% | 3% | 7% | 3% | 24% | -2% | -16%
18 | O=C(Nc1ccc(C2=NCCN2)cc1)c1ccc(C(=O)Nc2ccc(C3=NCCN3)cc2)c(Cl)c1 | -4% | -2% | -30% | -4% | 5% | -13% | -6% | 30% | -4% | -3%
19 | N#CC(C#N)=Cc1cn(-c2ncc(C(F)(F)F)cc2Cl)c2ccccc12 | 0% | -1% | 1% | -4% | 9% | 0% | 5% | 11µM* | 6% | ?
20 | O=S1(=O)CCO[C@H]2Cc3ccccc3[C@H]2N1Cc1ccccc1 | -3% | -2% | 3% | -1% | 0% | -1% | 0% | 1% | 7% | -5%

Results in RORg inh, ELG1 genotox and NPC1 promoter act (five entries from above):
entry | mol | RORg inh | ELG1 genotox | NPC1 promoter act
14 | CCOc1ccccc1NC(=S)/C(=C(\[O-])c1ccc2c(c1)OCCO2)[n+]1ccc(CC)cc1 | -21% | 0% | -1%
15 | O=C(NCCc1c[nH]c2ccccc12)OCCCCOC(=O)NCCc1c[nH]c2ccccc12 | / | -5% | -2%
16 | COc1ccc(-n2nnc3c(=O)n(Cc4cc(C)ccc4C)cnc32)cc1 | -41% | 2% | -2%
17 | CCOC(=O)C1=C(C)NC2=C(C1c1ccc([N+](=O)[O-])cc1)S(=O)(=O)c1ccccc12 (stereo not given) | 24% | -18% | -2%
18 | O=C(Nc1ccc(C2=NCCN2)cc1)c1ccc(C(=O)Nc2ccc(C3=NCCN3)cc2)c(Cl)c1 | 30% | -4% | -2%

Additional structures
Results follow in this order: Rab9 promoter act | NPC1 promoter act | MBNL1-CUG inh | ELG1 genotox | FLuc counter | uPA generation | BRCA1 expr act | RORg inh | p53 reactivator | VP16 counter
21: CN(CC(O)COc1ccc(S(=O)(=O)N2CCOCC2)cc1)C1CCCCC1 (stereo not given)
→ / | / | -8% | / | -1% | 0% | -12% | -1% | / | 9%
22: Cc1ccc(S(=O)(=O)NC2CC(C)(C)NC(C)(C)C2)cc1
→ 3% | -1% | -3% | 2% | 8% | -1% | -2% | 16% | / | -6%
23: Cc1ccc(S(=O)(=O)N(CC(O)CN2CCOCC2)c2cc(Cl)ccc2Cl)cc1 (stereo not given)
→ -3% | 2% | -1% | -4% | 1% | -2% | -11% | 9% | -2% | -10%
24: Cc1csc(NC(=O)C(F)(F)F)n1
→ 2% | -2% | -4%[11.5 µM] | -2% | -1% | -1% | -2% | -2% | -3% | -3%
25: O=C(CCCc1nc2ccccc2s1)NCc1ccc(F)cc1
→ 0% | -1% | -14% | 0% | -1% | 3% | 8% | ? | -4% | -10%
26: Cc1ccc2c(COC(=O)c3ccc(C)c(C)c3)cc(=O)oc2c1
→ ? | 20% | -4% | 6% | 6% | -1% | -8% | -22% | -2% | -1%
27: CCCCCOP(=O)(c1ccccc1)c1ccccc1
→ -6% | 1% | / | 0% | -13% | 1% | -9% | 29% | -6% | 5%
28: Cc1noc(C)c1S(=O)(=O)N1CCCC(C(=O)N2CCc3ccccc3C2)C1 (stereo not given)
→ 3% | -4% | -3% | -1% | 0% | 1% | -2% | 20% | 1% | -3%
29: CC1=C(C(=O)OCc2ccccc2)C(c2cccc(Br)c2)NC(=O)N1 (stereo not given)
→ 5% | 2% | -1% | -2% | -1% | -4% | -17% | 23% | / | -8%
30: CCCCNC(=O)NC1CCCC1
→ 1% | 0% | -2% | 0% | 3% | -8% | -5% | -1% | 3% | -4%
31: COc1ccc(-c2nc3ccccc3c(=O)[nH]2)cc1
→ 0.71µM* | 1.4µM* | ? | 9.2µM* | 3.4µM* | -17% | 51% | ? | ? | -21%
32: CCOc1ccccc1CNC(=O)Cn1nc(C)c2c(C)n(-c3ccc(C)cc3)nc2c1=O
→ -32%[inhibitor] | -32%[inhibitor] | 6% | -6%[9.26 µM] | -10% | ? | -25% | ? | -5% | ?
33: Cc1sc(NC(=S)NC(=O)c2cccs2)nc1-c1ccc(C(C)C)cc1
→ 8% | 2% | 5% | 0% | 4% | / | -13% | -42% | 8% | ?
34: CC1(c2ccccc2)CC(C)(C)N2C(=O)C(=O)c3cccc1c32 (stereo not given)
→ 1% | -6% | ? | -3% | -16% | -5% | 7% | 2% | -3% | 7%
35: CCc1ccc2nc(N3CCN(C(=O)C(C)(C)C)CC3)sc2c1
→ 22% | 27% | -1% | 0% | 15µM* | 3% | 13µM* | 17% | 3% | -5%
36: Cc1noc(C(F)(F)F)c1C(=O)NNC(=O)c1ccccc1
→ 0% | -2% | 2% | 2% | 0% | -2% | -1% | ? | 4% | -10%
37: COc1cccc(C2C(C(=O)OCc3ccccc3)=C(C)Nc3ncnn32)c1OC (stereo not given)
→ 0% | -3% | 10% | -4% | -4% | 15% | -18% | 14% | -3% | 10%
38: Nc1nc(N2CCN(C(=O)c3ccco3)CC2)nc2ccccc12
→ ? | 27% | -3% | 13% | 19µM* | -1% | ? | 13% | ? | -7%
39: Cc1cccc(-c2nc(Nc3cccc(O)c3)c3ccccc3n2)c1
→ 1% | 0% | -8% | -6% | ? | -7% | 2% | -10% | -5% | -3%

Looked up by compound from above (2):
Results follow in this order: Rab9 promoter act | NPC1 promoter act | MBNL1-CUG inh | ELG1 genotox | FLuc counter | uPA generation | BRCA1 expr act | RORg inh | p53 reactivator | VP16 counter
37: COc1cccc(C2C(C(=O)OCc3ccccc3)=C(C)Nc3ncnn32)c1OC (stereo not given)
→ 0% | -3% | 10% | -4% | -4% | 15% | -18% | 14% | -3% | 10%
34: CC1(c2ccccc2)CC(C)(C)N2C(=O)C(=O)c3cccc1c32 (stereo not given)
→ 1% | -6% | ? | -3% | -16% | -5% | 7% | 2% | -3% | 7%

From PubChem
